Compound activity: PubChem, National Center for Advancing Translational Sciences (NCATS)
RXFP1 agonist: agonists of human relaxin receptor RXFP1; HEK293T-RXFP1 cAMP TR-FRET, 30 min; response scale: percent of porcine relaxin response, buffer zero; AID 2676; Q9HBX9; Potency, µM (doses to about 57.5 µM), without a hit: top-dose activation, actives largely listed as activators; 0.3% of 370,000 active; further: potency means the concentration at half of the fitted maximal effect; on the % scale 0 is the no-effect control and ±100 the full control effect; nearly all actives have a fitted effect of over 60% in size; many of its hits are not listed in these tables
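HEK293T cells stably expressing RXFP1 were pretreated with the PDE4 inhibitor Ro 20174, exposed to compounds for 30 min at 37C, lysed, and cAMP was read by TR-FRET. Data normalized to buffer (basal) and 29 nM porcine relaxin (100%).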
Vif-A3G inh: blocks the Vif interaction with human APOBEC3G; Q9HC16; HeLa A3G-eYFP + Vif (tagged APOBEC3G with the HIV-1 protein that degrades it), YFP fluorescence, overnight; Potency, µM (top dose mostly 46.1 µM), for the others: top-dose activity, negative = active, most hits filed as inhibitors; 0.076% of 410,000 active;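 further: potency means the concentration at half of the fitted maximal effect; on the % scale 0 is the no-effect control and ±100 the full control effect; nearly all actives have a fitted effect of over 60% in size; hits raise eYFP signal because A3G escapes Vif-driven loss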
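HeLa cells stably expressing Vif and C-terminally eYFP-tagged A3G, seeded overnight at 37 deg C, then exposed to compound by pintool overnight at 37 deg C. Rise in yellow fluorescence (Ex 488/Em 500-530, Acumen) marks blocked Vif-driven A3G degradation.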
D1 agonist: activates the human D1 dopamine receptor; P21728; HEK293 T-REx D1 cells, calcium flux, agonist mode; activation, % at 2 µM; 1% of 360,000 active; AID 504660; in the data active means activation above about 30%; further: 0% is about no effect
Target sequence (P21728 whole entry, looked up): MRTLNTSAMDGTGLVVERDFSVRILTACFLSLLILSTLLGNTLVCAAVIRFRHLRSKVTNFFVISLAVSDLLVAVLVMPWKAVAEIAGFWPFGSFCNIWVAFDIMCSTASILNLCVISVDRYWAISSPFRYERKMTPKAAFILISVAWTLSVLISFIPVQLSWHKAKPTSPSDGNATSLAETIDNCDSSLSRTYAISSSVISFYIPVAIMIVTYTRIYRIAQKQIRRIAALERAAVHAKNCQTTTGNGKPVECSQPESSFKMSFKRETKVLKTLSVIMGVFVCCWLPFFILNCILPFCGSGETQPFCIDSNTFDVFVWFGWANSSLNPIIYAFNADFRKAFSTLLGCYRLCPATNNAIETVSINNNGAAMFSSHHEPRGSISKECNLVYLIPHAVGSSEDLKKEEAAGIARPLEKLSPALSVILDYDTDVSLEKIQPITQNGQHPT
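Inducible HEK293 T-REx D1 cells, force-coupled to calcium signalling, were plated at 4000 cells/well with tetracycline and held overnight at 30 C. After no-wash calcium dye loading, compound-evoked calcium rise over 180 s flagged agonists.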
D2 potentiator: positive allosteric modulators of human D2 dopamine receptor; HEK293 T-REx D2, calcium flux, EC20 dopamine potentiation; P14416; AID 485347; 0.34% of 340,000 active; potentiation, % at 10 µM;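 active means potentiation over 3 SD above the plate norm, cut at about 30% in these data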; further: 0% is about no effect
Target sequence (P14416 whole entry, looked up): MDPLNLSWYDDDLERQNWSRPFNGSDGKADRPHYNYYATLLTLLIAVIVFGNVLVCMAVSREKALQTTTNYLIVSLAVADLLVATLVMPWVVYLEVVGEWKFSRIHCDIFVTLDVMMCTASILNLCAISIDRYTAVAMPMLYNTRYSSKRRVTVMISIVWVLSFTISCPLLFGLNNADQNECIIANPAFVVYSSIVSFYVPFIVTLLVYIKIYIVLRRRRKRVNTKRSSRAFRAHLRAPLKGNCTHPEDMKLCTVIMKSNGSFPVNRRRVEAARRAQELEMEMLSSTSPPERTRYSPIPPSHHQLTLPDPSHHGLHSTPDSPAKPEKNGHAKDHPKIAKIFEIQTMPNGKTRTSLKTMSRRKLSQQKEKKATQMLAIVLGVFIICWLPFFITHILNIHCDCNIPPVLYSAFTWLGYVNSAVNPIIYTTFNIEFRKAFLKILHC
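Tetracycline-induced Hek293 Trex D2 cells, force-coupled to calcium, loaded with no-wash calcium dye. Compound added with 180 s kinetic read for agonism, then EC20 dopamine and a further 180 s read for potentiation.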
Vif-APOBEC3F blk: inhibitors of Vif-A3F interaction | HeLa A3F-eYFP + Vif (tagged APOBEC3F with the HIV-1 protein that degrades it), YFP fluorescence increase | Potency, µM (top dose mostly 46.1 µM), for the others: top-dose activity, negative = active | 0.2% of 390,000 active; further: potency means the concentration at half of the fitted maximal effect; % of control where 0% means no effect; nearly all actives have a fitted effect of over 65% in size
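Fluorescence increase (Ex 488/Em 500-530) after overnight compound treatment at 37 deg C flags inhibition of Vif-driven A3F-eYFP loss in stable HeLa A3F-eYFP/Vif cells seeded overnight beforehand.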
D1 PAM: potentiators of human D1 dopamine receptor; P21728; HEK293 TREx D1 cells, calcium flux, dopamine EC20 potentiation; potentiation, % at 10 µM; 0.036% of 360,000 active; AID 504651; in the data active means potentiation above about 30%; further: 0% is about no effect
LDHA block: blocks human lactate dehydrogenase A; AID 1347041; activity change, % (values are at about 110 or 230 µM); P00338; 0.15% of 480,000 active; purified LDHA, NADH/diaphorase-resazurin fluorescence; hits give low values; in the data active means activity change below about -30%; inconclusive means mostly about -25% to -30%;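 further: plate controls were DMSO wells for no effect and wells without enzyme for full effect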
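Human LDH5 at 2 nM final in Tris HCl pH 7.4 with 0.06 mM NADH and 0.2 mM pyruvate, reacted 5 minutes at room temperature. Remaining NADH coupled via diaphorase/resazurin; resorufin fluorescence read at 0 and 20 minutes, normalized to enzyme-free and DMSO wells.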
D1 antagonist: blocks dopamine activation of the human D1 receptor; P21728; HEK293 TREx D1 cells, calcium flux, dopamine EC80; hits give low values; activity change, negative = inhibition, % at 10 µM; 3.2% of 360,000 active; AID 504652; in the data active means activity change below about -30%; further: on the % scale 0 is the no-effect control and ±100 the full control effect
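Allosteric or orthosteric antagonism assessed as attenuation of the calcium response to EC80 dopamine, added 180 s after compound, in induced HEK293 Trex D1 cells loaded with no-wash calcium dye.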
GRP78 ERSR act: ER stress response induction in glioma; 0.02% of 420,000 active; Potency, µM, without a hit: at the top dose activation, most hits filed as activators; U87-MG GRP78 promoter luciferase reporter, 16 h; further: potency means the concentration at half of the fitted maximal effect; series mostly up to about 76 µM; % of control where 0% means no effect; nearly all actives have a fitted effect of over 35% in size
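Stably transfected U87-MG glioma cells carrying a GRP78-based luciferase sensor; 16 h compound incubation. Luminescence end-point read 10 min after Bright-Glo addition at room temperature.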
Active calls of the source: *; ? = inconclusive; . = not tested or not shown; & = joins results of further samples. Unless noted, the call rests on the fitted dose curve; in most records, active means well fitted curve in the direction sought with a large enough effect; inconclusive means small, poorly fitted or top-dose-only effect, or another doubt; inactive means no such curve, though single readings can be large; an effect the other way counts as inactive or inconclusive.

Molecule,RXFP1 agonist,Vif-A3G inh,D1 agonist,D2 potentiator,Vif-APOBEC3F blk,D1 PAM,LDHA block,D1 antagonist,GRP78 ERSR act
Cc1ccc(CCNC(=O)Cn2c(-c3cccs3)cc3ccccc32)cc1,1.7%,-2%,-1,-12,1%,-5,3,-10,-3%
CCOc1ccc(NCc2cc3c(C(C)(C)C)nn(-c4ccccc4)c3[nH]c2=O)cc1,4.6%,-13%,1,2,-8%,-6,18,9,-2%
CSc1ccc(C2c3[nH]c4ccccc4c3CCN2C(=O)CCc2ccccc2)cc1 (stereo not given),3.5%,-10%,2,-4,0%,-3,-6,-4,1%
COC(=O)c1ccc(N/C=C\C(=O)c2ccc3c(c2)OCO3)cc1,1.0%,3%,7,8,12%,-2,-8,-3,0%
O=C(Nc1ncn[nH]1)c1cccc(F)c1,1.1%,5%,-1,-9,0%,4,1,-7,0%
Cc1ccc(N(Cc2cc3ccccc3[nH]c2=O)C(=O)c2cccs2)cc1C,0.6%,-5%,3,-5,11%,-4,-8,3,-7%
CCN(C[C@H]1N[C@@](CC)(C(=O)OC)[C@H]2C(=O)N(Cc3ccccc3)C(=O)[C@@H]12)C(C)=O,.,1%,.,.,0%,.,-4,.,-1%
O=C(/C=C/c1ccco1)OCC(=O)c1ccc(OC(F)F)cc1,-0.5%,4%,8,-4,0%,-5,-2,-2,3%
O=C(CSc1cccc(C(F)(F)F)c1)NC(=O)NCc1ccco1,0.3%,-7%,1,-3,-17%,-4,-5,6,-4%
O=C(c1ccc2ncsc2c1)N1CCN(c2ccc(O)cc2)CC1,-3.0%,2%,2,-5,-1%,1,7,5,-6%
Cc1c(C(=O)N2CCC2)oc2ccc(Cl)cc12,.,-1%,.,.,-8%,.,-2,.,1%
Cc1nc(N)nc(N)c1/C=C/C(C)(C)c1ccc(Cl)cc1,-1.8%,-1%,38*,-5,-4%,-9,-14,-20,-12%
COc1ccc(CN2CCCC(C(=O)c3cccc(C(F)(F)F)c3)C2)cc1O (stereo not given),-0.1%,0%,9,-32,11%,-3,0,-2,-3%
COc1ccccc1CNC(=O)COC(=O)c1cc([N+](=O)[O-])ccc1N1CCOCC1,1.2%,0%,-1,-4,-3%,2,0,-5,-6%
Cc1cc2oc(C(=O)N(Cc3ccco3)C3CCS(=O)(=O)C3)cc(=O)c2cc1Cl (stereo not given),0.3%,1%,2,2,10%,-12,-9,-2,0%
O=C(Nc1ccccc1N1CCOCC1)c1ccc2ccccc2n1,7.2%,-9%,2,-8,-11%,8,-7,4,1%
COc1cc(NC(=O)c2cc3ccccc3cc2O)c(OC)cc1Cl,5.3%,-8%,17,6,2%,-10,0,-58*,-4%
Cc1ccc(C)c(NC(=O)C2CCN(S(=O)(=O)c3ccc4c(c3)NC(=O)CO4)CC2)c1,0.8%,1%,1,.,0%,0,-2,-5,-2%
O=C(c1ccccc1)c1c[nH]c(C(=O)C(Cl)(Cl)Cl)c1,-0.3%,0%,3,0,-3%,-5,-8,9,-9%
COc1cccc(CN(C(=O)c2cc3ccccc3oc2=O)C2CCS(=O)(=O)C2)c1 (stereo not given),-0.4%,0%,3,-12,1%,-4,-1&6,-11,7%
CCc1ccc(S(=O)(=O)Nc2ccc(C)c(NS(C)(=O)=O)c2)cc1,-0.5%,-1%,19,6,2%,-1,-3,-2,-4%
COc1ccc(NC(=S)/N=C(\N)Nc2nc(C)c3ccc(C)cc3n2)cc1,-3.2%,-2%,2,-5,0%,-4,-2,-19,-3%
Cc1ccc(Cl)cc1NC(=O)c1cc2ccccc2cc1O,7.1%,-1%,27,4,-14%,-9,0,-45*,3%
CCOc1cc(N2CCOCC2)c(OCC)cc1NC(=O)COC(=O)c1cc2ccccc2cc1O,3.6%,2%,0,12,0%,3,8,11,-4%
COc1cc(/C=N/Nc2nc3c(c(=O)n(C)c(=O)n3C)n2Cc2ccccc2)ccc1OC(=O)c1ccco1,0.4%,?,1,2,-3%,-7,1,-7,-3%
CCOC(=O)c1c(C)[nH]c(C(=O)NNC(=O)c2ccccc2F)c1C,.,1%,.,.,-7%,.,-10,.,-4%
COC(=O)CNC(=O)c1c(-c2ccccc2Cl)noc1C,0.6%,0%,0,3,-6%,3,-3,9,-5%
COc1ccccc1CNC(=O)c1cc(S(=O)(=O)N2CCCCCC2)cn1C,2.3%,-1%,3,-11,-3%,-3,2,-19,0%
CC(C)(C)c1nc(SCC(=O)c2ccccc2)c2ccccc2n1,-0.9%,0%,15,1,-24%,5,-8,37,9%
CCc1ccc(N2CCn3c2nc2c3c(=O)n(Cc3c(F)cccc3Cl)c(=O)n2C)cc1,-4.4%,0%,6,-2,7%,-2,-6,-21,-2%

A draw from above in order of number of heavy atoms, lowest first:
Molecule,RXFP1 agonist,Vif-A3G inh,D1 agonist,D2 potentiator,Vif-APOBEC3F blk,D1 PAM,LDHA block,D1 antagonist,GRP78 ERSR act
O=C(Nc1ncn[nH]1)c1cccc(F)c1,1.1%,5%,-1,-9,0%,4,1,-7,0%
COC(=O)CNC(=O)c1c(-c2ccccc2Cl)noc1C,0.6%,0%,0,3,-6%,3,-3,9,-5%
CCOc1cc(N2CCOCC2)c(OCC)cc1NC(=O)COC(=O)c1cc2ccccc2cc1O,3.6%,2%,0,12,0%,3,8,11,-4%

(more compounds)
Molecule,RXFP1 agonist,Vif-A3G inh,D1 agonist,D2 potentiator,Vif-APOBEC3F blk,D1 PAM,LDHA block,D1 antagonist,GRP78 ERSR act
O=C(NC(=S)Nc1ccc2c(c1)OCO2)c1ccccc1,1.4%,-3%,11,1,8%,-5,-2,-10,2%
O=C(COC(=O)c1cccc(NC(=O)c2ccco2)c1)c1ccc(Br)cc1,0.5%,5%,4,3,0%,-12,0,-4,-6%
Cc1ccc(NC(=O)CCC(=O)N/N=C/c2ccc(O)cc2)cc1,2.1%,0%,1,-14,0%,1,-3,-9,1%
COc1ccc(-n2c(SCC#N)nc3ccccc3c2=O)cc1,2.4%,-1%,0,4,-2%,4,-6,-4,-7%
COc1cccc(NC(=O)c2c(N3CCCC3=O)c3cc(C)ccc3n2C)c1,1.3%,-3%,0,-2,2%,1,2,-4,-3%
O=C(Nn1cnnc1)c1ccc(F)c(S(=O)(=O)N2CCCCC2)c1,0.9%,0%,1,7,-12%,0,-3,-7,0%
O=C(NC1CCN(C(=S)NCc2ccco2)CC1)NC12CC3CC(CC(C3)C1)C2,0.0%,4%,0,3,1%,-4,-4,12,1%
CC(C)C(=O)N1CCC(Cc2ccccc2)CC1,0.1%,3%,1,12,-15%,-2,-4,1,1%
Cc1ccc(C(=O)/C=C/c2ccc(-c3ccccc3[N+](=O)[O-])o2)cc1,-0.8%,-17%,1,-14,-5%,-9,7,-11,3%
Cc1cccc2c1-c1sc(C(=O)NCCc3ccc(Cl)cc3)cc1CO2,10%,?,1,-20,-28%,-5,-16,0,-5%
CCCNC(=O)C(Cc1ccccc1)NC(=O)c1ccc(C(F)(F)F)cc1 (stereo not given),-2.5%,0%,-2,-4,6%,7,0,1,-1%
FC(F)(F)c1nc2nc(Cl)c(Cl)nc2[nH]1,.,0%,.,.,-15%,.,-5,.,-3%
CCOc1cc(/C=C2/C(=O)ON=C2C)cc(Br)c1O,0.0%,-4%,2,2,-20%,4,3,-20,-9%
O=C1/C(=C\c2c(NCCOCCO)nc3ccccn3c2=O)SC(=S)N1Cc1ccco1,0.2%,-10%,138*,-3,?,-3,-5,7,-5%
Cc1ccccc1NC(C)C(=O)N/N=C/c1ccccc1OCc1cccc(Br)c1 (stereo not given),3.3%,-2%,1,9,-12%,-6,-6,-4,-4%
CCOCCc1nnc(NC(=O)CN2C(=O)c3ccccc3C2=O)s1,0.2%,0%,-1,6,-1%,6,-5,2,-3%
CCn1cnc2cc(NCc3nc4ccccc4n3Cc3ccccc3)ccc21,-3.7%,1%,0,-2,3%,0,12,-17,-8%
CCOc1ccc(NC(=O)c2c(NCc3cc(OC)c(OC)cc3OC)sc3c2CCCC3)cc1,0.2%,5%,-1,3,4%,-3,4,-15,-4%
CC1CCN(C(=O)Cn2nnc(-c3ccc(N)cc3)n2)CC1,0.4%,-1%,2,-15,-19%,-1,-10,23,-6%
O=C(NNC(=O)c1cc(-c2ccccc2Cl)nc2ccccc12)c1csc(N2CCOCC2)n1,2.6%,-9%,2,-11,-17%,-14,-2,-4,0%
COc1ccc(OCc2ccc(-c3nc(C#N)c(N4CCN(c5cccc(Cl)c5)CC4)o3)o2)cc1,7.5%,-2%,-1,-14,0%,0,-1,5,-4%
Cc1ccc2c(c1)sc(-c1ccc(N(C)C)cc1)[n+]2C,6.1%,?,7,3,22µM*,-5,-7,5,-6%
COc1cccc(CNC(=O)CCn2nc(C)c3c(C)n(-c4ccccc4)nc3c2=O)c1,-1.1%,-6%,1,-1,2%,-1,0,2,-3%
O=C(Nc1ccc(S(=O)(=O)Nc2ncccn2)cc1)c1ccccc1Br,0.0%,-2%,2,3,1%,-2,0,-3,-1%
O=c1cc(-c2ccco2)nc(SCc2cccc(Cl)c2)[nH]1,-1.2%,-11%,3,0,-10%,1,-6,13,-2%
Cn1c(SCc2ccccc2)nnc1-c1cnccn1,3.4%,-4%,0,-2,5%,0,-3,-2,4%
CC1CCCN(C(=O)COc2ccc(NC(=O)c3cccs3)cc2)C1 (stereo not given),-0.3%,-1%,1,.,8%,-3,-1,2,1%
CC(C)CC1Nc2ccc(C(=O)NCCCN3CCOCC3)cc2NC1=O (stereo not given),-4.1%,1%,-2,-4,1%,-2,0,8,-4%
COc1ccc(S(=O)(=O)N2CCOC2CNC(=O)C(=O)NCc2cccnc2)cc1C (stereo not given),-4.2%,0%,2,0,9%,-2,-2,9,-4%

A portion of the library (hit frequency here may not be typical).
